High-throughput results deposited in PubChem by several laboratories.
GAA850 FXN act – frataxin GAA850 promoter activation. activation, % at 6 µM. 0.56% of 360,000 active. AID 540364. HEK293 lucGAA850 FXN promoter luciferase reporter, 24 h; percent of 10 µM SAHA response;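 active = activation above the average of all compounds screened plus 3 SD, cutoff fixed separately per campaign, cut at about 7.5% in these data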;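 note: 0% = DMSO wells and 100% = 10 µM SAHA wells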
DDE Tn6 FP inh – DD(E)-Tn6 binding inhibition, primary FP screen | 0.21% of 370,000 active | inhibition, % at 8.3 µM | Fibrin DD(E) TRITC-Tn6 fluorescence polarization displacement | P02675;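 active = inhibition above a per-campaign cutoff: mean of compounds within control limits plus 3 SD, cut at about 15% in these data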;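 note: 0% = median of all compound wells on the plate and 100% = blocking peptide control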
ADAM10 inh – inhibits human ADAM10 | O14672 | recombinant ADAM10, EDANS/DABCYL FRET peptide cleavage, 3 h | inhibition, % at 7 µM | 0.62% of 370,000 active;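 active = inhibition above a per-campaign cutoff equal to the mean of compounds falling between control-based bounds plus 3 SD, cut at about 20% in these data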;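 note: 0% = DMSO wells while the 100% control is not disclosed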
Target sequence (O14672 214-748 limits assumed): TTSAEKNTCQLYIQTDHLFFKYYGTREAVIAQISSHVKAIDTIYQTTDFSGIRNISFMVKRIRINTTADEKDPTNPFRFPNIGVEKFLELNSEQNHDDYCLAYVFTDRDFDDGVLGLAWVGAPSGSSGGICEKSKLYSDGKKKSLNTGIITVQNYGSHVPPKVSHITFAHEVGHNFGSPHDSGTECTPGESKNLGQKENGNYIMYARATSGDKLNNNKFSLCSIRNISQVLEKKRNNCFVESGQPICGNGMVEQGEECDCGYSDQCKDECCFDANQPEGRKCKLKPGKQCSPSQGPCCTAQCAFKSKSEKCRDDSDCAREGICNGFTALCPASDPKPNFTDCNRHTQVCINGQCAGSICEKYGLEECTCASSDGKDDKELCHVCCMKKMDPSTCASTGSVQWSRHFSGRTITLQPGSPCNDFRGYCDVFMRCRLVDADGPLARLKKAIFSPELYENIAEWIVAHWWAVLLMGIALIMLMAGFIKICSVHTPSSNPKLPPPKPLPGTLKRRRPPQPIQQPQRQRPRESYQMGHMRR
proKLK7 act – activators of human kallikrein-7 zymogen. P49862. purified proKLK7, EDANS-DABCYL substrate fluorescence; 100% is mature enzyme control, 0% vehicle. activation, % at 7 µM. 0.9% of 370,000 active. AID 652039;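 active = activation above the mean of all tested compounds plus 3 SD, computed per campaign excluding outliers beyond control limits, cut at about 13% in these data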
Target sequence (P49862 whole entry, looked up): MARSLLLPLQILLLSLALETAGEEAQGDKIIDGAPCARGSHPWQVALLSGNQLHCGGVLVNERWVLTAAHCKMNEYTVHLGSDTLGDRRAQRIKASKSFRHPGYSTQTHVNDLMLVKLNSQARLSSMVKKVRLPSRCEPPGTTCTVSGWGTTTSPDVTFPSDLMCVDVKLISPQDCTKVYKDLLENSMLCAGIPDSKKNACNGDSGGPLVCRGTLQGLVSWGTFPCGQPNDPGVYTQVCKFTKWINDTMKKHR
sPLA2-III inh – Inhibits HGIII-sPLA2 liposome hydrolysis, primary screen; Q9NZ20; QFRET BODIPY PC-A2 liposome hydrolysis, fluorescence; inhibition, % at 12.2 µM; 0.56% of 370,000 active; AID 743126;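 active = inhibition above mean plus 3 SD of compounds lying within the high and low control bounds, cut at about 19% in these data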;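 note: 0% = median of test compound wells and 100% = no enzyme DMSO wells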
GC-B act – GC-B (human) receptor activation. activation, % at 10 µM. HEK293-GC-B cells, CNP EC30, cGMP TR-FRET; 0% at EC30 CNP, 100% saturating CNP. P20594. 0.11% of 370,000 active;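 active = activation at 10 µM reaching about 35% in either raw or pattern-adjusted values, limit read from the data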
NPR1 activator – GC-A (human) enzyme activation; P16066; HEK293 GC-A cells, cGMP TR-FRET, EC30 ANP; 0% at EC30 ANP, 100% saturating ANP; activation, % at 10 µM; 0.14% of 370,000 active; AID 1671463; in the data active = activation above about 40%
ARFGAP1 inhibitor – inhibits rat ARF GTPase activating protein 1; Q62848; Arfgap1-stimulated ARF1 GTP hydrolysis, GDP FP detection; inhibition, % at 16.5 µM; 0.26% of 360,000 active; AID 651572;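 active = inhibition above a per-plate limit, mean inhibition of low control wells plus 3 SD, cut at about 25% in these data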;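 note: 0% = DMSO wells with enzyme and 100% = wells lacking Arfgap1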
Target sequence (Q62848 1-136 limits assumed): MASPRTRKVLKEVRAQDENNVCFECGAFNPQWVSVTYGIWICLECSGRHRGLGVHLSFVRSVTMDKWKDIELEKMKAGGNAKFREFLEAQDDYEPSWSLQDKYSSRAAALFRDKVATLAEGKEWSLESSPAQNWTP
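Assay system: Rat Arfgap1 GAP domain (His6, aa 1-136), purified enzyme | Buffer or medium: HEPES 25 mM pH 7.5, NaCl 150 mM, MgCl2, DTT | Schedule: GTP hydrolysis reaction 2 h at 25 °C | Signal: FP of antibody-bound GDP Alexa 633 tracer, ex 620/em 688 nm | Measure: Percent inhibition of Arfgap1-stimulated GTP hydrolysis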
ASAP1 inh – ASAP1 ArfGAP inhibition; ASAP1-stimulated ARF1 GTP hydrolysis, GDP FP detection; inhibition, % at 16.5 µM; 0.19% of 360,000 active; AID 624377; in the data active = inhibition above about 25%;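 note: 0% = vehicle with enzyme and substrate and 100% = no enzyme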
rCAG RNA binder – r(CAG) repeat RNA binding. TO-PRO-1 dye displacement fluorescence. inhibition, % at 3 µM. 1.3% of 370,000 active;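 active = inhibition above the plate cutoff, the mean of all test compounds on that plate plus 3 SD, cut at about 35% in these data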;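 note: 0% = DMSO alone and 100% = 100 µM mitoxantrone as full dye displacement; higher means more dye released from RNA so lower well fluorescence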
An asterisk follows results filed as active; i = inactive; · = no result given.

cpd	molecule	ARFGAP1 inhibitor	GAA850 FXN act	DDE Tn6 FP inh	GC-B act	ADAM10 inh
1	C#CCN1CC(N(C)CCOC(=O)CSc2ccccc2)CS1(=O)=O (stereo not drawn)	·	·	5	2	-4
2	COc1ccccc1-c1csc(-n2ncc(C#N)c2N)n1	39*	3.8	14	3	4
3	CCC(=O)c1ccc(OCC(=O)Nc2cccc(S(=O)(=O)N3CCCCCC3)c2)cc1	23	-2.9	1	5	3
4	COC1CCN(C(=O)CC2C(=O)NCCN2CC2CCCCC2)CC1 (stereo not drawn)	1	0.1	2	0	-82
5	O=C(Nc1cccc(C(=O)N2CCN(c3cccc(Cl)c3)CC2)c1)c1ccccc1	1	-0.5	-2	0	4
6	CCN(CC)CCCN(C(=O)c1ccc(Br)cc1)c1nc(-c2ccc(OC)cc2)cs1	-3	-3.0	1	-5	3
7	CCCCOc1ccc(/C=C2/Sc3ccccc3C2=O)cc1	6	1.5	-13	-2	-9
8	O=c1[nH]cnc(O)c1C1C=CC=CC=C1	12	2.4	2	-4	-3
9	CC(=O)NC(c1cccc(F)c1)c1nc(-c2cccc(C(C)C)c2)cs1 (stereo not drawn)	3	-0.3	-3	0	7
10	COC(=O)c1ccc(NC(=O)C2CCCN2S(=O)(=O)c2ccc(OC)cc2)cc1 (stereo not drawn)	-5	2.7	4	5	-1

cpd	sPLA2-III inh	ASAP1 inh	NPR1 activator	rCAG RNA binder	proKLK7 act
1	7	·	2	-1	0.1
2	1	41*	0	17	-0.6
3	-7	-6	-3	1	0.3
4	-3	-4	4	-5	2.9
5	-18	6	1	-1	0.3
6	-5	0	-38	2	0.8
7	-2	-2	4	2	0.4
8	11	5	2	3	-0.9
9	-14	-3	-3	0	-0.2
10	-5	-8	0	-1	-0.3

Later entries:
cpd	molecule	ARFGAP1 inhibitor	GAA850 FXN act	DDE Tn6 FP inh	GC-B act	ADAM10 inh
11	O=C(NCc1cccnc1)c1cccc(S(=O)(=O)Nc2cccc(Cl)c2)c1	-20	-0.1	-4	0	-4
12	O=C(N/C(=C/c1ccco1)C(=O)N1CCOCC1)c1ccccc1Br	14	-0.1	-4	1	-14
13	Cc1cc(NC(=O)CSCC(=O)Nc2ccccc2OC(F)F)no1	6	2.7	12	-8	-5
14	CCOC(=O)c1sc(NS(=O)(=O)c2ccc(NC(C)=O)cc2)nc1C	5	1.6	-2	-2	-1
15	C=C(CC[C@@H](O)C(C)(C)O)[C@H]1CC[C@]2(C)[C@@H]1CCC1[C@@]3(C)CCC(=O)C(C)(C)C3CC[C@]12C (stereo partly drawn)	16	-0.8	-6	-7	8
16	O=C(O)C1=C[C@H](c2ccc3c(c2)OCO3)C[C@H](OCc2ccc(CO)cc2)O1	7	-1.3	-3	-6	-57
17	O=C(Nc1ccccc1C(=O)Nc1ccccc1)c1ccccc1Br	-17	-1.5	3	-5	8
18	CC(C)c1cc(C(=O)N/N=C/c2ccco2)n[nH]1	-6	2.8	10	6	-3
19	CC(CN(C)Cc1ccccc1)OC(=O)c1ccc(F)cc1 (stereo not drawn)	2	0.1	2	-3	-6
20	CCOc1ccc2nc(NCCCNC(=O)c3cc(OC)c(OC)c(OC)c3)c(C#N)cc2c1	4	0.8	-1	-11	-64

cpd	sPLA2-III inh	ASAP1 inh	NPR1 activator	rCAG RNA binder	proKLK7 act
11	-5	7	0	8	0.0
12	1	6	-1	4	0.8
13	2	10	-2	0	-0.6
14	-12	12	3	6	-0.3
15	2	-1	-1	2	0.5
16	1	5	-2	16	-0.1
17	-3	-4	-1	1	0.5
18	0	-10	1	1	-0.7
19	8	-6	-6	-4	-0.4
20	10	5	-4	-7	-7.7

(cont.)
cpd	molecule	ARFGAP1 inhibitor	GAA850 FXN act	DDE Tn6 FP inh	GC-B act	ADAM10 inh
21	CC(C)NC(=O)Cn1c(SCC(=O)NC2CCCC2)nc2ccccc21	-1	1.6	1	-4	-1
22	Cc1ccc(/C=N/n2cnc3sc4c(c3c2=O)CCCC4)o1	-1	3.3	-5	-2	-3
23	Cc1cc(C)c(C(=O)COc2cccnc2[N+](=O)[O-])cc1C	-17	2.2	-5	-3	-1
24	CCOC(=O)Cn1c(=N)n(CCOc2ccc(Br)cc2)c2ccccc21	4	0.1	-5	-15	-1
25	Cc1nnc(N(Cc2ccco2)C(=O)c2ccno2)s1	1	0.8	8	2	-6
26	Clc1ccc(-c2cn3cccnc3n2)cc1	0	4.3	12	-3	i
27	Cc1oc2c(c(C)cc3oc(=O)c(CC(=O)NCC(=O)NCC(=O)O)c(C)c32)c1C	8	2.4	-7	5	-340
28	COc1cc(C(=O)Oc2cc(N)n(S(=O)(=O)c3ccc(F)cc3)n2)cc(OC)c1OC	-1	1.7	4	-2	9
29	Cn1c(CC(=O)Nc2ccccc2F)nnc1SCC(=O)NC1CCCC1	1	-0.1	-1	2	-2
30	Cc1ccc(NC(=O)c2noc3c2CCC3)cc1C	-15	2.4	3	-8	1

cpd	sPLA2-III inh	ASAP1 inh	NPR1 activator	rCAG RNA binder	proKLK7 act
21	2	5	4	-4	-0.2
22	-1	-4	-1	7	-0.1
23	-2	0	-1	3	-0.1
24	7	-5	-23	11	-11
25	5	14	-3	4	0.6
26	-4	-15	-3	-1	22*
27	11	0	6	17	0.3
28	-4	-1	-8	0	0.7
29	-2	-7	-2	0	0.5
30	-6	0	-4	6	0.8

Next records follow:
cpd	molecule	ARFGAP1 inhibitor	GAA850 FXN act	DDE Tn6 FP inh	GC-B act	ADAM10 inh
31	COC(=O)[C@@H]1C[C@]2(Br)c3ccccc3N(S(=O)(=O)c3ccccc3)[C@@H]2N1C(=O)OC	-5	0.4	2	-4	9
32	Cc1c(O)c(=O)c2ccccc2n1C	-6	-1.2	-8	-1	i
33	CCC(=O)N1CCc2cc(Br)cc(S(=O)(=O)N3CCCC(C(=O)O)C3)c21 (stereo not drawn)	0	0.6	-3	0	-5
34	COc1cc(C(=O)NCCC(=O)NCc2c(F)cc(F)cc2F)cc(OC)c1OC	0	1.6	0	8	-1
35	Cc1c(C(=O)c2ccc(Cl)c(Cl)c2)cnc2cc3c(cc12)OCO3	8	0.8	-3	29	-10
36	CCOC(=O)CN1C(=O)C(=O)c2cc(C)ccc21	-6	0.9	3	-8	2
37	CCN(CC)C(=O)Cn1cnc2sc(C(=O)N3CCN(c4ccc(F)cc4)CC3)c(C)c2c1=O	-1	0.6	-2	3	-2
38	CNS(=O)(=O)c1cc(C(=O)OCC(=O)NC2CCCc3ccccc32)ccc1Cl (stereo not drawn)	1	-1.7	1	-7	0
39	Nc1ccn([C@@H]2O[C@H](C(=O)N[C@H](Cc3ccccc3)C(=O)N3CCN(C(=O)N4CCOCC4)CC3)[C@@H](O)[C@H]2O)c(=O)n1	6	·	0	-11	1
40	CCC(C)(C)n1nnnc1C(c1ccc2ncccc2c1)N1CCN(c2ccc(O)cc2)CC1 (stereo not drawn)	4	-0.6	-1	2	15

cpd	sPLA2-III inh	ASAP1 inh	NPR1 activator	rCAG RNA binder	proKLK7 act
31	3	-3	-1	-3	0.1
32	10	-3	0	1	92*
33	-10	1	6	11	-0.3
34	4	0	4	-4	-0.1
35	4	5	17	1	0.5
36	-4	-5	-1	3	0.1
37	2	8	-4	-7	0.6
38	4	8	-7	3	-0.2
39	-3	-2	4	2	0.5
40	6	-6	-2	6	0.0

(listing goes on)
cpd	molecule	ARFGAP1 inhibitor	GAA850 FXN act	DDE Tn6 FP inh	GC-B act	ADAM10 inh
41	Clc1ccc(CN2CCC(Cc3ccccc3)CC2)cc1	-2	2.8	-8	-3	8
42	CN(Cc1cccs1)C(=O)CSc1nnnn1C	7	-0.3	3	4	-1
43	CCN(CC)c1ccc(NC(=O)c2ccccc2)cc1S(=O)(=O)Nc1ccccc1OC	11	-2.2	-9	4	18
44	COc1ccc(OCc2nnc(SCC(=O)Nc3nnc(C4CC4)s3)n2C)cc1	4	-0.1	-1	-8	-5

cpd	sPLA2-III inh	ASAP1 inh	NPR1 activator	rCAG RNA binder	proKLK7 act
41	-5	-4	-1	-5	0.4
42	2	-12	0	4	-0.2
43	-20	15	4	16	-0.5
44	2	14	3	-2	-0.6

From compound 6 as far as 11, as listed above:
cpd	molecule	ARFGAP1 inhibitor	GAA850 FXN act	DDE Tn6 FP inh	GC-B act	ADAM10 inh
6	CCN(CC)CCCN(C(=O)c1ccc(Br)cc1)c1nc(-c2ccc(OC)cc2)cs1	-3	-3.0	1	-5	3
7	CCCCOc1ccc(/C=C2/Sc3ccccc3C2=O)cc1	6	1.5	-13	-2	-9
8	O=c1[nH]cnc(O)c1C1C=CC=CC=C1	12	2.4	2	-4	-3
9	CC(=O)NC(c1cccc(F)c1)c1nc(-c2cccc(C(C)C)c2)cs1 (stereo not drawn)	3	-0.3	-3	0	7
10	COC(=O)c1ccc(NC(=O)C2CCCN2S(=O)(=O)c2ccc(OC)cc2)cc1 (stereo not drawn)	-5	2.7	4	5	-1
11	O=C(NCc1cccnc1)c1cccc(S(=O)(=O)Nc2cccc(Cl)c2)c1	-20	-0.1	-4	0	-4

cpd	sPLA2-III inh	ASAP1 inh	NPR1 activator	rCAG RNA binder	proKLK7 act
6	-5	0	-38	2	0.8
7	-2	-2	4	2	0.4
8	11	5	2	3	-0.9
9	-14	-3	-3	0	-0.2
10	-5	-8	0	-1	-0.3
11	-5	7	0	8	0.0
